APJ antagonist: antagonists of human APJ apelin receptor. P35414. CHO-K1 APJ beta-arrestin complementation, luminescence. inhibition, % at 20 µM. 0.32% of 330,000 active;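 active means inhibition above about 40% at 20 µM, limit read from the data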;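 further: cells challenged with 10 nM apelin-13 agonist together with compound; plate controls were apelin-13 plus DMSO wells for no effect and DMSO wells lacking apelin-13 for full effect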
CCR6 antagonist: CCR6 (human) receptor antagonism; AID 493098; CHO-K1 CCR6 PathHunter beta-arrestin, luminescence, CCL20-stimulated; inhibition, % at 20 µM; P51684; 0.49% of 340,000 active;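 active means compounds whose inhibition of the agonist-driven luminescence signal at 20 µM reaches about 50%, limit read from the data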;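 further: cells stimulated with CCL20 at 14 nM final; plate controls were DMSO with CCL20 for no effect and DMSO without agonist for full effect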
Mdm2-MdmX inh: disrupts the human Mdm2-MdmX interaction; inhibition, % at 8 µM; 3% of 330,000 active; AID 485346; SaOS-2 split-luciferase Mdm2/MdmX complementation, luminescence;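 active means inhibition of at least 50% at 8 µM in the primary screen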
tim23-1 inh: growth inhibitors of tim23-1 mutant yeast | S. cerevisiae tim23-1 growth, BacTiter-Glo luminescence, 24 h | inhibition, % at 20 µM | 1.3% of 330,000 active | AID 463212;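 active means growth inhibition of the mutant yeast at or above 50%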;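 further: temperature-sensitive mutant grown at 25 °C; plate controls were DMSO-treated mutant yeast for no effect and medium wells lacking yeast for full effect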
APJ agonist: agonists of human APJ apelin receptor; activation, % at 20 µM; AID 2520; CHO-K1 APJ PathHunter beta-arrestin, luminescence; 0% DMSO wells, 100% apelin; 0.11% of 330,000 active; P35414;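 active means activation more than six SD over the plate average, tested at 20 µM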;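 further: 0% = DMSO alone and 100% = apelin-13 at 10 nM; some results filed as inactive read as strong as hits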
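Assay system: engineered CHO-K1 APJ arrestin reporter cells; Amount: 1000 CHO-K1 reporter cells seeded per well; Dosing: one dose, 20 µM compound, 1% DMSO; Times: compound stimulation 90 min at 25 °C, detection 60 min; Measured by: luminescent beta-gal fragment complementation, chemiluminescent substrate; Read-out: APJ–arrestin association signal; Controls: DMSO vs Apelin-13 10 nM.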
CXCR6 block: blocks human CXCR6 beta-arrestin recruitment; O00574; CHO-K1 PathHunter CXCR6 beta-arrestin, luminescence; inhibition, % at 20 µM; 0.36% of 360,000 active; AID 602244; in the data active means inhibition above about 34%, passing the limit was not always enough;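 further: antagonist mode with CXCL16 agonist at 10 nM final; 0% = 10 nM CXCL16 with DMSO and 100% = unstimulated wells without agonist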
Target sequence (O00574 whole entry, looked up): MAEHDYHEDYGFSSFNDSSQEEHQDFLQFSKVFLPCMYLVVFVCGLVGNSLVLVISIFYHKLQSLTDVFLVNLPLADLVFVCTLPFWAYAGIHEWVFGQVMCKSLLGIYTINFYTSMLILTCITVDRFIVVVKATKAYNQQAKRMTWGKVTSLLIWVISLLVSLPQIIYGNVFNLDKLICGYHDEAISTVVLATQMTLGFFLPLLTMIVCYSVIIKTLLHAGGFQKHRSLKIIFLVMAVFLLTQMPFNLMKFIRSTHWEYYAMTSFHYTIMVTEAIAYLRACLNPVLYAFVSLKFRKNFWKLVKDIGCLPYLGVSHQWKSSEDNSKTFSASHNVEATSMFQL
XBP1 UPR activ: activators of adaptive arm of unfolded protein response (XBP1); CHO-XBP1 luciferase reporter, IRE1-XBP1 UPR activation, luminescence; percent of tunicamycin response, DMSO as zero; activation, % at 20 µM; 0.33% of 330,000 active;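 active means versus positive control, 20 µM dose yields 30% or more activation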;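 further: 100% = tunicamycin at 10 µg/mL and 0% = DMSO only wells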
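assay system = CHO-XBP1 luciferase reporter cells | amount = 1000 cells/well | buffer or medium = F12 plus 10% FBS | compound dosing = single point, 20 µM final compound, 1% DMSO | incubation = 16-18 h cell attachment at 37 °C, then 6 h compound exposure | detection = Steady-Glo luminescence read | controls = tunicamycin 10 µg/mL and vehicle-only wells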
CHOP UPR activ: activators of apoptotic arm of unfolded protein response (CHOP); AID 449763; activation, % at 10 µM; 0.34% of 330,000 active; CHO-CHOP luciferase reporter, UPR activation, luminescence; percent of tunicamycin response over DMSO baseline;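 active means at 10 µM dose, activation of 40% or more, normalized to positive control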;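 further: 100% = tunicamycin at 10 µg/mL and 0% = DMSO alone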
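Assay system: CHO cells with stable CHOP pathway luciferase reporter; Buffer or medium: F12 plus 10% serum; Times: 16-18 h cell attachment, then 6 h compound exposure, 37 °C; Signal: luciferase luminescence; Read-out basis: percent activation relative to tunicamycin control; Control set: tunicamycin high control, DMSO low control.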
EBI2 antag: blocks human EBI2 receptor beta-arrestin signaling | EBI2 beta-arrestin recruitment, luminescence, 7a,25-OHC stimulated | inhibition, % at 5 µM | AID 651636 | 0.81% of 360,000 active; in the data active means inhibition above about 38%;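 further: enzyme fragment complementation signal reports receptor beta-arrestin coupling in cells; 0% = agonist plus DMSO wells and 100% = wells without agonist; some results beyond the cut were filed as inactive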
Target sequence (P32249 whole entry, looked up, the tested form may be a part): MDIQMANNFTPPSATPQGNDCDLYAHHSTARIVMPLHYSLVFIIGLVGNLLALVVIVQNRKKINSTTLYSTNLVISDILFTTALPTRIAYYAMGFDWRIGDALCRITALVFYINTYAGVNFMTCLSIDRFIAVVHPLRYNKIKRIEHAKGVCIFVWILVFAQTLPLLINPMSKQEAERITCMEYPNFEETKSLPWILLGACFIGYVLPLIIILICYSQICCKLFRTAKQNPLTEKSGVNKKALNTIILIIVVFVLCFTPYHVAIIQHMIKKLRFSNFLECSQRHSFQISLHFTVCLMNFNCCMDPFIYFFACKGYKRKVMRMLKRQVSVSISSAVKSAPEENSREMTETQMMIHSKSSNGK
An asterisk follows results filed as active; nt = no result given.

SMILES	APJ antagonist	CCR6 antagonist	Mdm2-MdmX inh	tim23-1 inh	APJ agonist	CXCR6 block	XBP1 UPR activ	CHOP UPR activ	EBI2 antag
COc1ccc(-c2c(-c3ccc(OCC(=O)NN)cc3O)n[nH]c2C)cc1OC	-8	8	-5	21	-1	0	-3	0.8	1
CC(C)OP(=O)(OC(C)C)C1(O)C(=O)Nc2ccc(Br)cc21 (stereo not given)	-2	6	2	23	-2	-6	-5	-5.3	-11
O=C(O)C1CC=CCC1C(=O)Nc1ccc(F)c(F)c1 (stereo not given)	1	-32	13	9	-5	6	-1	-0.8	-2
C#CC(CC)(CC)NC(=S)Nc1ccc(S(N)(=O)=O)cc1	3	-26	-1	-2	-3	-5	2	3.2	-14
CCCCCCn1c(SCCCC)nc2c1c(=O)[nH]c(=O)n2C	14	30	22	4	0	-3	-1	0.2	20
COC(=O)c1cc(CNC(=O)Cc2ccsc2)ccc1OC	-1	-5	-5	2	1	0	5	-0.8	-4
CCc1ccccc1NC(=O)c1ccc2c(c1)CCN2S(C)(=O)=O	16	9	25	-2	-1	-2	-3	1.6	-2
Cc1cc(C(=O)CCl)c(C)n1-c1cccc(S(=O)(=O)N2CCOCC2)c1	-9	-4	45	38	-2	nt	-5	207*	nt
CCOc1cc(C2NC(=O)NC(c3ccccc3)=C2C(=O)c2ccccc2)c(Br)cc1OCC(=O)O (stereo not given)	-31	8	-2	15	0	9	-2	-3.0	1
CCCNC(=O)c1ccc(N2CCC3(CC2)CC(c2ccccc2)=NO3)c([N+](=O)[O-])c1	25	18	-13	16	4	-7	-3	-2.9	-4
CN(CCC#N)S(=O)(=O)c1cc2c3c(c1)CCN3C(=O)CC2	-14	6	5	18	0	-4	-4	1.5	-2
COc1ccc2oc(C(=O)OCC(=O)NC(=O)c3ccccc3)c(C)c2c1	14	4	12	21	8	-9	1	2.3	-17
Cc1onc(-c2ccccc2Cl)c1C(=O)NCc1ccc(S(N)(=O)=O)cc1	-2	2	12	4	-3	-8	-2	-1.0	-7
FC(F)(F)c1ccnc(NCc2ccc(Cl)cc2)n1	15	7	-9	40	-4	2	-1	0.2	6
Cc1c(NN=C(C#N)C#N)c(=O)n(-c2ccccc2)n1C	2	2	32	-4	-4	-1	-4	2.0	-5
CCOc1cc(Br)ccc1S(=O)(=O)N1CCC(C(N)=O)CC1	-8	-3	12	9	1	0	3	-0.5	-8
COC(=O)CCNC(=O)CCc1ccc(S(=O)(=O)N2CCCCCC2)cc1	7	4	19	0	-4	-4	-1	2.7	-4
COc1ccc(NC(=O)CN2C(=O)/C(=C3\SC(=S)N(CCC(=O)O)C3=O)c3ccccc32)cc1	-142	55*	2	15	12	8	-5	2.3	-1
CC(=O)c1ccccc1C(=O)N1CCCC(N2CCN(Cc3ccc4c(c3)OCO4)CC2)C1 (stereo not given)	8	8	10	-16	-3	-8	0	1.5	0
CCN(CC)C(=O)[C@H]1CC(CC(=O)NCc2ccco2)C(=O)N2CCc3c([nH]c4ccccc34)[C@]12C (stereo not given in full)	2	3	-6	2	-3	-10	1	1.2	-2
COc1cc(NC(=O)Cn2cnc3c(nc4n3CCCCC4)c2=O)cc(OC)c1OC	3	0	-25	13	4	-4	-3	0.0	-7
Nc1ncnc2c1ncn2CCN1CCCCC1	4	2	18	-3	1	-3	-2	-1.1	-4
Cc1ccccc1COc1ccc(-c2nnn(CC(=O)O)n2)cc1	16	-7	17	12	-2	-8	-2	-0.7	-4
O=C(Nc1ccc(F)c(F)c1)C1CCCCC1	-17	9	-6	29	-4	-3	3	-0.7	-8
CCOC(=O)C1CCN(C(=O)C2CCC(=O)N(Cc3cccc(C(F)(F)F)c3)C2)CC1 (stereo not given)	1	-8	-17	2	2	0	-3	0.5	17
CCC1(c2ccc(F)cc2)NC(=O)N(CC(=O)N(CCC#N)c2ccccc2)C1=O (stereo not given)	-19	-3	4	22	-1	1	3	1.8	-6
CCC(C)(C)NC(=O)CN(C(=O)CCC(=O)Nc1nccs1)c1cccc(C)c1	-8	-1	9	14	-2	-34	-5	0.6	-5
Cc1ccc(C)c(OCC(=O)NNC(=O)CSC(=S)N2CCCC2)c1	-10	-3	-3	-12	-4	8	0	-0.4	2
CCOc1ccc(NC(=O)Nc2cc(C(=O)O)ccc2N2CC3CC(C2)c2cccc(=O)n2C3)cc1 (stereo not given)	2	4	-9	-11	1	-6	-3	1.1	6
COc1ccc(CCNc2oc(-c3ccc(OC)c(OC)c3)nc2P(=O)(OC)OC)cc1OC	-5	2	9	13	4	-5	1	0.7	-11
CCOC(=O)N1CCC(N2Cc3cccc(C(=O)NC(C)c4ccc5c(c4)OCCO5)c3C2=O)CC1 (stereo not given)	10	-3	43	22	-3	1	-4	-0.1	-1
N=c1c(C(=O)NC2CCCC2)cc2c(=O)n3ccccc3nc2n1C1CCCCC1	8	13	11	-5	3	9	1	3.2	7
O=C(CNC(=O)c1ccccc1C(=O)O)c1ccccc1	7	5	-6	2	-6	10	5	5.8	3
O=C1OC(C(=O)O)Cc2ccccc21 (stereo not given)	26	-1	13	25	-5	6	-2	-0.6	-5
C=C(C)COc1ccc(-c2[nH]ncc2Oc2ccc(OC)cc2)c(O)c1	-27	9	-8	43	2	7	0	-1.1	13
CCc1ccc(S(=O)(=O)NCc2cn3cccc(C)c3n2)s1	-4	-6	0	15	1	-4	-1	0.0	-1

CCR6 antagonist: hit marks shown above
smiles | APJ antagonist | CCR6 antagonist | Mdm2-MdmX inh | CXCR6 block | XBP1 UPR activ | EBI2 antag
COc1ccc(NC(=O)CN2C(=O)/C(=C3\SC(=S)N(CCC(=O)O)C3=O)c3ccccc32)cc1 | -142 | 55* | 2 | 8 | -5 | -1

Going on with the list:
SMILES	APJ antagonist	CCR6 antagonist	Mdm2-MdmX inh	tim23-1 inh	APJ agonist	CXCR6 block	XBP1 UPR activ	CHOP UPR activ	EBI2 antag
O=C(c1ccc(Cl)c(S(=O)(=O)Nc2ccccc2C(=O)N2CCc3ccccc3C2)c1)N1CCc2ccccc2C1	15	8	23	24	-2	-8	-3	2.9	-5
Cc1ccccc1OCC(=O)OCC(=O)NC1CC1	-5	5	8	0	-3	-7	3	1.0	5
Cc1sc2ncnc(OCC(=O)Nc3ccc4c(c3)OCCO4)c2c1C	17	-3	-7	-3	-2	3	0	0.9	0
Cc1cccc(N(C)C(=S)Oc2ccc3ccccc3c2)c1	18	21	33	28	-4	5	-7	2.3	8
CCCc1nc(SCC(=O)N2c3ccccc3CC2C)c2c(C)c(C)sc2n1 (stereo not given)	19	9	66*	9	-2	13	-4	2.2	21
O=c1c2ccccc2nc(/C=C/c2ccc(Br)cc2)n1CCO	-1	9	29	13	-1	2	2	-0.7	5
COc1ccc(CCNC(=O)CSc2nnc3c(n2)[nH]c2ccc(F)cc23)cc1OC	2	7	4	6	-5	2	-7	1.8	5
COc1ccc(CCNc2ccc([N+](=O)[O-])cn2)cc1	12	16	6	-1	-4	8	-1	3.6	7
Cc1ccc(N2Cc3ccccc3C2=S)cc1	2	8	-97	31	-5	5	1	2.3	3
O=c1nc(N2CCCC2)nc(Nc2ccccc2)[nH]1	8	4	20	14	0	1	3	0.9	0
COCCNC(=O)C(=O)Nc1ccc(Cl)cc1C	-9	-8	18	1	-5	-9	-2	4.0	-9
COc1ccc(NS(=O)(=O)c2ccc(O)c(NC(=O)c3ccc(S(=O)(=O)N4CCCCCC4)cc3)c2)cc1	-20	15	-9	5	-3	-11	-1	-1.2	1
CCN1CCN(c2ccc(N3CCN(S(=O)(=O)c4ccc(C)c([N+](=O)[O-])c4)CC3)nn2)CC1	-10	16	8	-18	2	13	-3	1.9	-1
C/C(=N\O)c1ncc(C(F)(F)F)cc1Cl	9	-16	24	6	1	-4	-1	23	5
CCc1ccc2oc(-c3ccc(N)cc3)nc2c1	-13	-18	-102	66*	-3	-11	-3	-4.2	35
c1ccc(COc2ccc(CNCc3cccnc3)cc2)cc1	9	-4	-21	-14	-2	-3	2	3.0	-2
Cc1ccc(NC2=Nc3ccccc3CC2)cc1	12	14	-167	-4	-4	1	-11	-1.7	8
CC(OC(=O)CNS(=O)(=O)c1ccc(C#N)cc1)C(=O)Nc1ccc(Cl)cn1 (stereo not given)	5	13	-3	-7	-6	4	1	-2.7	4
Cc1nc2ccc(Nc3nc4cc(S(=O)(=O)N5CCOCC5)ccc4o3)cc2s1	28	2	8	33	8	-8	2	-0.7	8
COc1ccccc1CC1CC(=O)N(c2cccc(Cl)c2C)C1=O (stereo not given)	-30	12	-2	-3	3	-7	-4	1.0	-19
CCOC(=O)c1ccc(NS(=O)(=O)c2ccc3oc(=O)[nH]c3c2)cc1	6	10	10	4	4	2	-2	0.9	4
O=C(CN1CCc2ccccc2C1)NCc1ccco1	3	4	-3	14	-1	7	0	4.0	1
Cc1ccc(-n2c(-c3ccco3)nc3c(cnn3-c3ccc(C)cc3)c2=O)cc1	-9	26	-3	4	-4	5	2	-3.3	36
CCN1CCN(C(=O)CN2C(=O)c3cccc4cccc2c34)CC1	10	5	-4	14	-6	2	0	-1.2	-1
O=C(Nc1cccc(C(=O)N2CCCCCC2)c1)c1ccco1	5	9	4	31	-1	-4	1	3.0	-36
CN1CCN(c2nc3c(c(=O)n(C)c(=O)n3C)n2CC(N)=O)CC1	6	4	20	7	-3	-1	-1	-0.2	-11
CC(=O)N=c1scc(-c2ccccc2)n1-c1cccc(O)c1	7	-5	27	16	-4	2	0	-0.9	-4
COc1ccc(CCNC(=O)CC2SC(=NCCc3ccccc3)NC2=O)cc1OC (stereo not given)	-3	6	-20	1	-1	-10	2	-1.5	8
O=C(O)C1Cc2ccccc2CN1C(=O)COc1ccc(Cl)cc1 (stereo not given)	8	4	4	8	-2	1	-4	-2.2	-5
O=c1[nH]c2ccccc2c2nc(-c3cccc(S(=O)(=O)N4CCCC4)c3)nn12	-15	5	25	20	0	2	-1	-2.1	-6
CCN(C(=O)c1c(C)noc1C)c1c(N)n(Cc2ccccc2)c(=O)[nH]c1=O	15	4	-4	-20	-2	-5	0	3.0	-3
N#CC12CCCCC1CC1CCCCC1(C#N)N2Cc1ccccn1 (stereo not given)	14	24	7	-2	-11	7	1	0.3	-3
CCCCC(=O)Nc1ccc(S(=O)(=O)Nc2nccc(C)n2)cc1	4	13	17	-1	1	4	0	0.0	11

Source: PubChem BioAssay

Some of the compounds tested; count on the stated rates, not on these rows.
